VHR inh abs = VHR1 phosphatase inhibitors, primary screen, biochemical, absorbance, uHTS; Dual specificity protein phosphatase 3 (Homo sapiens), P51452; 0.52% of 290,000 active; recombinant VHR phosphatase, pNPP absorbance; inhibition, % at 13.3 µM; in the data active means inhibition above about 50%; further: some compounds called inactive have numbers as strong as hits
Target sequence (P51452 whole entry, looked up): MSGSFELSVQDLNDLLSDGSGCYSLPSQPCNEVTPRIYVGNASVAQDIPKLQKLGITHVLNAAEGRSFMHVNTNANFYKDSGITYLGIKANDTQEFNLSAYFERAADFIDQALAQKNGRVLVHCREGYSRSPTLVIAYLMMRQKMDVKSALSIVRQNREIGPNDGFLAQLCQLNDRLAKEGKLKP
MazF activator = activators of E. coli MazEF toxin-antitoxin RNase, primary screen, biochemical, fluorescence, uHTS; 0.32% of 350,000 active; Endoribonuclease toxin MazF (Escherichia coli (strain K12)), P0AE70; AID 504720, 2011; FAM/BHQ RNA-DNA oligo cleavage fluorescence, 5 h; activation, % at 20 µM; in the data active means activation above about 50%
Target sequence (P0AE70 whole entry, looked up): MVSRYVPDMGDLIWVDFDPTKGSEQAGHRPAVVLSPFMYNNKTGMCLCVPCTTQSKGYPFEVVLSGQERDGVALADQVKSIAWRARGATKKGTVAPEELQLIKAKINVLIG
Vc quorum ag = inducers of Vibrio cholerae quorum light production without autoinducers, primary screen, BH1578 luxS cqsA deficient, single point | 0.16% of 350,000 active | AID 588436, 2011 | activation, % at 18.7 µM | V. cholerae BH1578 lux reporter, luminescence, 6 h; in the data active means activation mostly above about 9.7%, no sharp cut-off; further: not every result past the cut was called active; inactives centre near 0; reference of the scale not given here
FBA Mtb inh = Mtb FBA enzyme inhibitors, primary screen, biochemical, fluorescence, strain H37Rv. Fructose-bisphosphate aldolase (Mycobacterium tuberculosis (strain ATCC 25618 / H37Rv)), …. purified M. tuberculosis FBA, fluorescence read-out. inhibition, % at 1 µM. 2.3% of 360,000 active. AID 588726, 2011; in the data active means inhibition above about 27%;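 further: 0% = vehicle and 100% = reference inhibitor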
Target sequence (P9WQA3 whole entry, looked up): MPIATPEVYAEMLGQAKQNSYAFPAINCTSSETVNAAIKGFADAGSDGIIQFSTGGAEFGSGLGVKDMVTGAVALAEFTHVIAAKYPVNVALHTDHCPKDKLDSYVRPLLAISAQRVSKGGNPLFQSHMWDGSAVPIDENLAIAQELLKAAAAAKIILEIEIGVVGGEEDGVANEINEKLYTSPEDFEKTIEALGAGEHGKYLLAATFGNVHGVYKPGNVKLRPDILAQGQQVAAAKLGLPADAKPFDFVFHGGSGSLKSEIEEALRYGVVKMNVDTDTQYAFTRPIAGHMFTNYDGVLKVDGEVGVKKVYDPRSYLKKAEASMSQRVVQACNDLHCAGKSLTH
PriA SSB inh = inhibitors of Klebsiella pneumoniae PriA binding to SSB C-terminal tail, primary screen, biochemical, AlphaScreen; AlphaScreen SSBct-PriA binding, biotinylated peptide; inhibition, % at 33 µM; PriA–SSB C-terminal tail interaction (Klebsiella pneumoniae); 0.6% of 430,000 active; in the data active means inhibition mostly above about 37%, no sharp cut-off; inactive means mostly below about 20%;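 further: plate controls were negative control peptide for no effect and reference peptide for full effect; strong numbers were not always called active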
GDH-TPI counter = GDH-TPI coupling enzyme inhibitors, primary screen, artefact control for M. tuberculosis FBA inhibitor project, biochemical, absorbance, full deck; GDH-TPI coupled enzyme counterscreen, NADH absorbance; inhibition, % at 4.8 µM; 1.2% of 360,000 active; in the data active means inhibition above about 30%;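 further: 0% = DMSO wells and 100% = wells lacking the enzyme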
BioA inh = M. tuberculosis BioA enzyme inhibitors, primary screen, biochemical, plate reader, single point, HTS; purified M. tuberculosis BioA enzyme; 0.096% of 360,000 active; AID 602481, 2012; inhibition, % at 9.99 µM; 7,8-diaminopelargonic acid synthase BioA (Mycobacterium tuberculosis); in the data active means inhibition above about 40%
Mtb UGM inh = M. tuberculosis UGM enzyme inhibitors, primary screen, biochemical, fluorescence polarization, single point; purified UGM, fluorescence polarization probe displacement; inhibition, % at 10 µM; 0.06% of 320,000 active; in the data active means inhibition above about 10%, passing the limit was not always enough
Target sequence (P9WIQ1 whole entry, looked up): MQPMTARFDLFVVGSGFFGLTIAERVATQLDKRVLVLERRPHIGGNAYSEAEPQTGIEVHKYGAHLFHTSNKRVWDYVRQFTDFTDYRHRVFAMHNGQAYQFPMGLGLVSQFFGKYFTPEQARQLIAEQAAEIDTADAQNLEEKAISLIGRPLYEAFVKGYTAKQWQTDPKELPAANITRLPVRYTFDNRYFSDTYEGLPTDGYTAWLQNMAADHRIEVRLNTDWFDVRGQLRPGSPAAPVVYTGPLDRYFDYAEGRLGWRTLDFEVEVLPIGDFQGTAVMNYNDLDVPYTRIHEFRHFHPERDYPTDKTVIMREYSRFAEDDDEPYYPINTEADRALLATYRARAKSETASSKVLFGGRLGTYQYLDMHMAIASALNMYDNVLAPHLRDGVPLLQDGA
3CLpro inhibitor = SARS-CoV 3CLpro protease inhibitors, primary screen, biochemical, quenched FRET | Replicase polyprotein 1ab (Severe acute respiratory syndrome coronavirus), P0C6X7 | recombinant SARS-CoV 3CLpro, quenched FRET peptide cleavage | inhibition, % at 6 µM | 0.14% of 290,000 active; in the data active means inhibition above about 12%
Rv3671c protease = Rv3671c serine protease inhibitors, primary screen, biochemical, fluorescence polarization, M. tuberculosis H37Rv. P9WHR9. inhibition, % at 5.96 µM. 0.048% of 320,000 active; in the data active means inhibition above about 38%;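 further: extracellular domain of Rv3671c used as enzyme; 0% = enzyme with DMSO and 100% = no enzyme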
Starred values were filed as active, the others as inactive; i = inactive; . = not tested or not shown; & = joins results of further samples. A portion of the library; rates above refer to the full screens.

SMILES	VHR inh abs	MazF activator	Vc quorum ag	FBA Mtb inh	PriA SSB inh	GDH-TPI counter	BioA inh	Mtb UGM inh	3CLpro inhibitor	Rv3671c protease
COc1cccc(NC(=O)C2CCCN2S(=O)(=O)c2ccc3c(c2)n(C)c(=O)c(=O)n3C)c1 (configuration not stated)	11	6	i	1	-14	-2	-0.5	-2.3	-2	-9
Cc1ccc(C)c(NC(=O)C2CCCN(c3cnccn3)C2)c1 (configuration not stated)	1	11	-4.6	1	-10	5	1.4	0.2	3	1
c1ccc(-n2ncc3c(N4CCCC4)ncnc32)cc1	16	-5	-0.4	-3	-14	8	-0.1	2.1	-3	5
Cc1oc(-c2ccc(Cl)cc2)nc1CN1CCCC(C(=O)N2CCOCC2)C1 (configuration not stated)	-16	-27	-0.6	1	-8	-4	-0.7	-2.4	3	1
COc1ccc(C(=O)/C=C/c2ccccc2OC)c(OC(=O)c2ccc([N+](=O)[O-])cc2)c1	.	5	0.0	-5	-10	22	-0.3	1.2	7	-2
COC(=O)C1(C)NC(c2cccc(C)c2)C2C(=O)N(c3ccccc3)C(=O)C21 (configuration not stated)	.	6	2.2	-2	.	0	0.5	.	.	.
O=C(CN1C(=O)C(c2ccc(F)cc2)=NC12CCCC2)Nc1ccc(F)cc1	17	12	-1.6	0	-8	4	-0.9	-1.6	3	-7
COC(=O)C(O)(c1ccc(NC(=O)c2cccs2)c(C)c1)C(F)(F)F (configuration not stated)	9	5	-0.2	0	2	3	1.5	-0.5	-3	-1
COc1ccc(C(=O)NCC(=O)OCC(=O)NC2CCCCCC2)cc1OC	.	7	i	-1	-15	0	0.2	-3.4	.	-1
CCOC(=O)C1=C(C)NC(=O)NC1c1ccc(Br)s1 (configuration not stated)	27	5	i	2	3	0	-1.3	0.1	4	-4
Cc1cc(C)nc(Nc2nc3ccccc3[nH]2)n1	35	-1	1.5	2	-28	-5	-1.6	-0.2	-6	-1
C=CCn1c(COc2cccc3cccnc23)nnc1SCC(=O)O	11	3	-3.6	6	-6	-7	0.3	2.7	-1	1
O=Cc1ccc(C(=O)OCC(=O)Nc2ccc(F)cc2F)cc1	17	8	i	1	-12	-16	-1.0	-0.8	1	-6
S=c1[nH]nc(Cc2ccccc2)n1-c1cccc2ccccc12	37	-1	-0.2	2	4	-6	.	2.2	1	8
O=C(Nc1nc(N2C(=O)c3ccccc3C2=O)n(-c2ccccc2)n1)c1ccccc1	33	1	-3.4	-1	3	-7	.	-0.5	-5	-5
CCOC(=O)c1ccc(NS(=O)(=O)c2cc(-c3nnnn3C(C)C)ccc2OC)cc1	1	4	6.1	4	-2	10	0.1	0.8	-1	-11
Cc1c(NC(=O)C(C)OC(=O)CCOc2ccccc2)c(=O)n(-c2ccccc2)n1C (configuration not stated)	.	6	1.7	0	-10	-3	-1.0	2.0	.	-2
O=C(Nc1ccc(Cl)cc1)c1cccc(NC2=NC3CS(=O)(=O)CC3S2)c1 (configuration not stated)	25	2	-0.2	5	-7	2	-1.0	3.7	-2	3
CN(C)C(CNS(=O)(=O)c1ccc2ccccc2c1)c1ccccc1 (configuration not stated)	-1	0	i	2	5	11	-1.1	0.1	0	-2
CC1(C)Cc2c(c(N3CCOCC3)nc3sc4c(N5CCOCC5)nnnc4c23)CS1	-11	.	.	.	.	.	.	1.1	0	-1
CS/C(=C\[N+](=O)[O-])Nc1ccc(C)cc1	12	0	1.1	-3	-2	18	.	2.4	4	5
OCC[C@@H]1C[C@H](O)[C@@H](O)[C@@]2(Cc3ccccc3CO2)O1	13	0	i	2	-6	10	-5.6	1.3	0	-2
S=c1[nH]nc2sc3ccccc3n12	.	3	i	1	-1&-7&8	-1	-0.4	.	.	.
O=C(CCc1nnc(-c2ccc(-c3ccccc3)cc2)o1)N1CCCCC1	21	-2	i	6	-12	-4	.	0.4	-1	2
CCC(=O)N1C(C(=O)NCc2ccc(OC)cc2)CSC1c1ccc(OC)cc1 (configuration not stated)	-27	5	-0.5	-1	-5	0	-0.4	2.9	-1	0
CCOc1ccc(-c2nnn(CC(=O)N3CCN(c4ccc(OC)cc4)CC3)n2)cc1OCC	-19	3	i	1	16	0	-2.5	0.4	-1	9
O=[N+]([O-])c1ccccc1S(=O)(=O)Nc1ccc(-c2ccc3nncn3n2)cc1	.	7	i	2	-7	20	.	1.4	.	2
CC(C)c1cccc(C(C)C)c1NC(=O)COC(=O)C1=COCCO1	24	1	i	-1	3	2	.	0.3	0	-1
CCCn1c(=O)c2ccccc2n2c(SCCOc3ccccc3F)nnc12	13	5	.	0	-11	2	2.0	0.3	-1	-5
COc1ccc(Cc2nnc(NC(=O)c3ccc(OC)cc3OC)s2)cc1	18	-6	-0.3	3	-5	7	-2.9	-0.7	0	-5
CN(C)CCNC(=O)c1cc2cc(Br)ccc2oc1=O	-8	-1	i	0	0	3	0.9	-1.0	-4	-1
O=C1NCCCN1C1OC(CO)C(O)C1O (configuration not stated)	.	5	-4.5	-1	.	7	-0.4	.	.	.
COc1ccc(NC(=O)CCCOc2ccc(Cl)c(C)c2)cc1S(=O)(=O)N1CCOCC1	.	-26	-2.0	5	-3	-6	-1.4	3.5	.	-10
CC(C)(C)NC(=O)NC(=O)C[n+]1ccc(Cc2ccc([N+](=O)[O-])cc2)cc1	.	21	i	-5	8	-3	.	2.8	-3	-8
CC1=CC(=C2C(=O)NC(=S)NC2=O)C=C(C(F)(F)F)N1CCc1ccccc1	31	.	.	.	.	.	.	2.2	-3	-2
C/C(=N\OC(=O)c1c(-c2ccccc2Cl)noc1C)c1nccs1	0	9	i	4	.	-7	.	1.0	1	-2
Cc1cccc(NC2=NCCCS2)c1C	22	11	-0.4	2	-5	5	-1.6	-2.3	1	-10
O=C1CC(Cc2ccccc2)C(=O)N1Cc1ccco1 (configuration not stated)	-8	-6	0.0	1	-1	-10	-0.5	-1.3	8	2
CN(C)C1=NC[C@H](Cc2ccccc2)N1CCc1ccc(F)cc1	.	-2	i	2	-9	8	0.0	0.8	.	6
CCCOc1ccc2c3c(c(=O)oc2c1OCCC)CCC3	8	-1	i	16	-19	13	49*	2.8	1	-5

By substructure: the entries above containing an NH in an aromatic ring (three)
SMILES	VHR inh abs	MazF activator	Vc quorum ag	FBA Mtb inh	PriA SSB inh	GDH-TPI counter	BioA inh	Mtb UGM inh	3CLpro inhibitor	Rv3671c protease
Cc1cc(C)nc(Nc2nc3ccccc3[nH]2)n1	35	-1	1.5	2	-28	-5	-1.6	-0.2	-6	-1
S=c1[nH]nc(Cc2ccccc2)n1-c1cccc2ccccc12	37	-1	-0.2	2	4	-6	.	2.2	1	8
S=c1[nH]nc2sc3ccccc3n12	.	3	i	1	-1&-7&8	-1	-0.4	.	.	.

(continued)
SMILES	VHR inh abs	MazF activator	Vc quorum ag	FBA Mtb inh	PriA SSB inh	GDH-TPI counter	BioA inh	Mtb UGM inh	3CLpro inhibitor	Rv3671c protease
CCCNCC(=O)Nc1cccc(S(=O)(=O)NC2=NCCCCC2)c1	.	7	i	2	-18	-2	-1.2	-0.9	.	2
COc1ccc(-c2csc3nc(C(C)(C)C)oc(=O)c23)cc1OC	-23	-3	-0.3	-2	11	3	.	-1.2	4	-5
CCOc1ccc(NC(=O)CN(C)C(=O)c2cc(-c3ccncc3)nc3ccccc23)cc1OCC	.	3	-1.2	-3	5	3	0.9	3.0	.	8
Nc1nc(SCC(=O)Nc2ccccc2)[nH]c(=O)c1-c1ccccc1	26	1	-0.5	-2	-3	-2	-0.1	1.4	4	0
CSc1ccc(C(O)c2ncc(-c3ccccc3F)[nH]2)cc1 (configuration not stated)	.	.	0.8	0	.	2	0.2	.	.	.
Nc1cccc(-c2cn3cc(C(F)(F)F)cc(Cl)c3n2)c1	4	11	-0.4	0	5	19	.	1.9	1	3
CCOc1ccccc1N/C(=C(/C(Cl)=C(Cl)Cl)[N+](=O)[O-])n1cncn1	-7	-2	-0.4	-2	-4	2	-0.2	-1.2	1	2
O=C(NCCNC(=O)c1ccc(Cl)cc1Cl)c1cnccn1	-3	8	-0.1	-1	-4	-2	.	1.2	-2	-1
O=C(Nc1ccc(-n2cccn2)cc1)C1CCCCN1Cc1cccc2c1OCO2 (configuration not stated)	18	-5	i	-2	-14	9	-0.1	0.8	1	3
CC(C)C(NC(=O)c1ccccc1)C(=O)NCCc1ccccc1 (configuration not stated)	16	6	-0.3	0	0	-9	.	1.8	3	1
COC(=O)c1sc(S(=O)(=O)N2CCC(C)CC2)c(C(=O)OC)c1C	12	-15	i	0	-9	10	0.4	-3.4	-4	-17
COc1ccc(C(C(=O)NC2CCCCC2)N2CCC3(CC2)OCCO3)cc1 (configuration not stated)	35	-6	1.7	5	-6	-4	1.2	-2.1	1	-4
CCOC(=O)C1=C(NC(=S)NC(=O)c2ccccc2)c2ccccc2CC12CCCC2	2	-4	i	-3	8	19	.	.	-3	.
COc1ccc(S(=O)(=O)Nc2cccc(/C=C/C(=O)O)c2)cc1	7	6	-0.5	-1	-12	-4	-0.3	2.3	1	-9
Cc1cccc(C)c1NC(=O)CSC(=O)c1sc2ccccc2c1Cl	10	5	-0.7	3	2	-1	.	0.2	6	0
COc1cccc(-c2nc(-c3ccccn3)no2)c1	27	1	.	.	-5	.	.	-3.0	-3	4
COc1ccc2nc(SCC(=O)N3CCN(c4ccc(F)cc4)CC3)c(C#N)cc2c1	9	-6	1.4	6	-18	4	-2.3	-0.5	3	-9
COC(=O)Nc1ccc(S(=O)(=O)N2CCC(Cc3ccccc3)CC2)cc1	10	6	i	2	-8	9	-1.4	1.0	8	-73
CC(=O)Nc1cccc(C(=O)OCC(=O)NNC(=O)c2cccs2)c1	.	6	-0.9	4	9	9	-0.2	0.0	.	6
CCN(CC)S(=O)(=O)c1cc(C(=O)Nc2cccnc2)ccc1Cl	10	4	-0.4	2	7	-7	-0.8	-0.9	2	-9

Reprinted at random: 2 records from the list.
SMILES	VHR inh abs	MazF activator	Vc quorum ag	FBA Mtb inh	PriA SSB inh	GDH-TPI counter	BioA inh	Mtb UGM inh	3CLpro inhibitor	Rv3671c protease
CCN(CC)S(=O)(=O)c1cc(C(=O)Nc2cccnc2)ccc1Cl	10	4	-0.4	2	7	-7	-0.8	-0.9	2	-9
COc1ccc(S(=O)(=O)Nc2cccc(/C=C/C(=O)O)c2)cc1	7	6	-0.5	-1	-12	-4	-0.3	2.3	1	-9

Following part:
SMILES	VHR inh abs	MazF activator	Vc quorum ag	FBA Mtb inh	PriA SSB inh	GDH-TPI counter	BioA inh	Mtb UGM inh	3CLpro inhibitor	Rv3671c protease
C=CCN1c2ccccc2Sc2cnccc21	.	-3	-5.3	1	.	15	-0.4	.	.	.
CCOC(=O)C1CCCCN1C(=O)CCc1nnc(-c2ccc3c(c2)OCO3)o1 (configuration not stated)	5	1	i	1	-9	-4	0.7	3.3	2	3
CC(NC(=O)c1ccc(S(=O)(=O)C(F)F)cc1)c1ccccc1 (configuration not stated)	13	-1	i	0	4	-6	-0.9	-0.7	5	-2
Cc1ccc(NC(=O)Cc2ccccc2F)cc1S(=O)(=O)N1CCCCCC1	.	1	1.6	-2	-1	-7	2.1	-2.0	.	-7
